Screening data (PubChem BioAssay)
TbPYK inhibitor: T. brucei pyruvate kinase inhibition; Q57TT1; TbPYK enzyme, Kinase-Glo Plus ATP luminescence, 45 min; Potency, µM (doses to about 76.8 µM), for the others: at the top dose activity, negative = inhibition, actives largely listed as inhibitors; 410,000 tested, 0.12% active; active = well fitted inhibition curve with a large enough effect; also: nearly all actives have a fitted effect of over 50% in size
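Enzyme and substrate buffer are dispensed first and compound is pin-transferred. ADP at 130 uM final then starts the reaction, which runs 45 min at room temperature. Detection reagent is added for 10 min before luminescence is imaged.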
* hit, by the source's call; [ ] = remark or other dose. % is scaled to controls: 0 for no effect and ±100 for the full control effect; potency is read from the fitted curve at half-maximal effect.

SMILES	TbPYK inhibitor
CC(OC(=O)c1nc(Cl)ccc1Cl)C(=O)NCc1ccccc1 (stereo unspecified)	-8%
COc1ccc(-c2nc3ccc(Br)cn3c2Cc2cccc(F)c2)cc1OC	-1%
CN(C)c1ccc(C(=O)Nc2sc(Nc3ccccc3)nc2C(N)=O)cc1	-7%
Cc1c(-c2ccc(Cl)cc2)c(=O)oc2c(CN3CCCC3)c(O)ccc12	3%
CCNC(=O)c1c(NC(=O)c2nc(S(=O)(=O)CC)ncc2Cl)sc2c1CCCC2	-3%
CCN1CCc2nc3sc(C(=O)c4ccccc4)c(N)c3cc2C1	-10%
CC1(C)N=C(SCc2ccc(Cl)cc2)c2ccccc2N1	3%
COc1cc(C2Nc3ccccc3-c3cc(C)nn32)ccc1O (stereo unspecified)	3%
Cc1ccc2oc(-c3cc(NC(=O)c4ccco4)ccc3Cl)nc2c1	1%
OCCN1CCN(c2ncnc3c2ncn3[C@H]2CN(Cc3cccs3)C[C@@H](CO)O2)CC1	-3%
COc1ccc(NC(=O)C(NS(=O)(=O)c2ccc3c(c2)CCCC(=O)N3)C(C)C)c(OC)c1 (stereo unspecified)	-3%
COc1ccc(C(=O)N2CCCCC2c2cc(C(=O)NCc3cccnc3)no2)cc1 (stereo unspecified)	-5%

Rewritten with each value named: four of the compounds above.
CCNC(=O)c1c(NC(=O)c2nc(S(=O)(=O)CC)ncc2Cl)sc2c1CCCC2
  TbPYK inhibitor = -3%
CCN1CCc2nc3sc(C(=O)c4ccccc4)c(N)c3cc2C1
  TbPYK inhibitor = -10%
CC1(C)N=C(SCc2ccc(Cl)cc2)c2ccccc2N1
  TbPYK inhibitor = 3%
COc1cc(C2Nc3ccccc3-c3cc(C)nn32)ccc1O (stereo unspecified)
  TbPYK inhibitor = 3%

Other compounds follow:
SMILES	TbPYK inhibitor
CC(C)NC(=O)N1Cc2cc(C(=O)NCC(F)(F)F)nc(-c3cccc(-c4cc5ccccc5o4)c3)c2[C@@H]1CCO	6%
Cc1ccc(-n2nc(C)c3nc(CCC(=O)Nc4cccc(C)c4C)c(=O)n(C)c32)cc1	3%
CCOC(=O)c1c(SCC(=O)Nc2nc3ccc(C)cc3s2)nc(=O)[nH]c1C	2%
CCc1ccc(NCc2cc3ccc(OC)cc3n(CC(=O)Nc3c(C)cc(C)cc3C)c2=O)cc1	0%
O=S(=O)(c1ccccc1)N1CCC[C@@]2(CCN(c3cccc(-c4ccccc4)c3)C2)C1	1%
CCC1(C)CC(=O)c2c(ccc3oc(C(=O)Nc4ccc(C(C)=O)cc4)c(C)c23)O1 (stereo unspecified)	-2%
CN(Cc1ccccc1)C(=O)c1cc(-c2cccc(Cl)c2)on1	0%
CC1CCN(C(=O)CSc2nnc(-c3ccccc3)o2)CC1	1%
COc1ccc(N(C(=O)c2ccccc2C)S(=O)(=O)c2ccc3c(c2)n(C)c(=O)n3C)cc1	1%
CN1CCC(N2CCN(C3CN(Cc4ccccc4)S(=O)(=O)C3)CC2)CC1 (stereo unspecified)	-1%
COc1cccc(CC(=O)Nc2c(C(=O)N3CCN(c4ccccc4F)CC3)oc3ccccc23)c1	0%
CCCc1nn2c(=O)cc(COC(=O)c3cccc(NC(=O)COc4ccc(F)cc4)c3)nc2s1	-4%

Compounds above with a thiophene ring, fused or not (3):
SMILES	TbPYK inhibitor
CCNC(=O)c1c(NC(=O)c2nc(S(=O)(=O)CC)ncc2Cl)sc2c1CCCC2	-3%
CCN1CCc2nc3sc(C(=O)c4ccccc4)c(N)c3cc2C1	-10%
OCCN1CCN(c2ncnc3c2ncn3[C@H]2CN(Cc3cccs3)C[C@@H](CO)O2)CC1	-3%

(list continues)
SMILES	TbPYK inhibitor
CN1CCN(C(CNC(=O)c2c(F)cccc2F)c2ccc3c(c2)OCO3)CC1 (stereo unspecified)	-2%
COc1cc(NC(=O)Nc2nc(C(N)Cc3ccc(C(F)(F)F)cc3)cs2)cc(OC)c1OC (stereo unspecified)	-20%
COC(=O)c1ccc(CSc2nc3c([nH]c4ccccc43)c(=O)n2-c2ccc(F)cc2)o1	-4%
CCCCN(C=O)c1c(CC)nc2ccc(C(=O)Nc3cc(-c4ccccc4)ccc3OC)cn12	-2%
CCOC(=O)c1ccccc1NC(=O)N1CCc2c(sc(C)c2CC)C1c1ccccc1 (stereo unspecified)	1%
CC1(c2nc3ccccc3[nH]2)c2ccccc2C(=O)N1C1CC1 (stereo unspecified)	1%
O=C(NCc1ccc(Cl)cc1)c1ccc2c(c1)NC(=O)C(CS(=O)(=O)Cc1ccc(F)cc1Cl)N2 (stereo unspecified)	0%
COc1ccccc1CNC(=O)c1ccc2c(c1)N(Cc1c(F)cccc1Cl)C(=O)CS2	-4%
O=C(Nc1ccc(F)c(Cl)c1)c1cc(C2CCCCN2C(=O)C2CC2)on1 (stereo unspecified)	-2%
CN(C)CCNC(=O)c1cccc(-c2cnc3c(NC=O)cc(-c4cccs4)cn23)c1	-2%
CCc1ccccc1NC(=O)c1nnn(Cc2ccc(Cl)cc2)c1N	-5%
COc1ccc(-n2ncc(C(=O)NCCCN3CCCCC3)c2C2CCN(C(=O)OC(C)(C)C)CC2)cc1	0%[15.4 µM]

Ordered by molar mass (rising): some entries from above.
SMILES	TbPYK inhibitor
CC1(c2nc3ccccc3[nH]2)c2ccccc2C(=O)N1C1CC1 (stereo unspecified)	1%
O=C(Nc1ccc(F)c(Cl)c1)c1cc(C2CCCCN2C(=O)C2CC2)on1 (stereo unspecified)	-2%
COC(=O)c1ccc(CSc2nc3c([nH]c4ccccc43)c(=O)n2-c2ccc(F)cc2)o1	-4%
COc1ccccc1CNC(=O)c1ccc2c(c1)N(Cc1c(F)cccc1Cl)C(=O)CS2	-4%
O=C(NCc1ccc(Cl)cc1)c1ccc2c(c1)NC(=O)C(CS(=O)(=O)Cc1ccc(F)cc1Cl)N2 (stereo unspecified)	0%

Additional results
SMILES	TbPYK inhibitor
CCN(CC)S(=O)(=O)c1ccc2oc(C(=O)Nc3cc(C)ccc3OC)c(C)c2c1	1%
Cc1ccc(OCC(=O)Nc2ccc3nc(SCC(=O)N4CCc5ccccc54)sc3c2)cc1	-2%
CCN(CC)c1nn2c(=O)c(C(=O)NCCc3ccc(C)cc3)cnc2s1	-3%
CCC(=O)NCc1nc2ccccc2n1Cc1ccccc1	4%
Cc1ccc(-n2nc(CO)c(C(=O)NCc3ccccn3)n2)cc1C	-4%
COc1ccc(NC(=O)C2CCN(C(=O)N3CCOc4ccccc43)CC2)cc1	-3%
COc1ccc(NC(=O)C2Cc3c(-c4ccc(NC(C)=O)cc4)ccnc3O2)cc1 (stereo unspecified)	6%
CCc1nc2ccc(C(=O)N(CC)CCN(C)C)cn2c1N(C=O)CCC(C)C	4%
CCOc1ccc(N(C)C(=O)C2CCN(S(=O)(=O)c3ccc4c(c3)CCCN4C(C)=O)CC2)cc1	0%
COc1ccc(-n2nc(C(=O)N3CCCCC3C)c3c4ccccc4n(C)c3c2=O)cc1Cl (stereo unspecified)	-1%
CCc1cccc(N2C(=O)CSC23C(=O)N(Cc2ccccc2F)c2ccccc23)c1 (stereo unspecified)	-1%
COc1ccc(Cn2cc(CN3CC(N4CCCCC4)CS3(=O)=O)nn2)cc1 (stereo unspecified)	5%
COc1cccc(C2=C(C(C)=O)Sc3nnc(C4CCCCC4)n3N2C(C)=O)c1	5%
Cc1ccc(CNC(=O)CSc2ncc3c(n2)-c2ccc(Cl)cc2N(Cc2ccccc2)S3(=O)=O)cc1	-2%
Cc1sc2ncn(CC(=O)N3CCN(c4ccc(Cl)cc4)CC3)c(=O)c2c1S(=O)(=O)N1CCN(c2ncccn2)CC1	3%
CCCNC(=O)Cn1nc(C)c2c(C)n(-c3ccccc3)nc2c1=O	-3%
Cc1cccc(-n2c(=O)c3c(c4cc(C)ccc4n3C)n(CC(=O)Nc3ccccc3Cl)c2=O)c1	0%
O=C(CSc1n[nH]c(-c2ccccc2)n1)NCCCc1ccccc1	4%
CCCCN(CC)C(=O)CCn1c(=O)c2cccn2c2cccnc21	-1%
Cc1cc(C)cc(OCc2cc(=O)n3c4c(sc3n2)CCCC4)c1	1%
Cc1ccc(CCNC(=O)c2ccc3c(c2)N(Cc2ccc(F)cc2)CCS3)cc1	-2%
CCOC(=O)c1cnc2ccc(OC(F)(F)F)cc2c1Nc1ccccc1C(=O)O	-5%
CSc1ccc(/C=C/C(=O)OCC(=O)NC2CCCC2)cc1	-6%
Cc1cc(Cl)c2oc(C(=O)N3CCOCC3)c(C)c2c1	-1%
CC1(Cc2cc(Cl)ccc2C(F)(F)F)C(=O)Nc2ccc(-c3ccc(F)c(Cl)c3)cc21 (stereo unspecified)	4%
Cc1ccc2oc(C(=O)Nc3ccc(S(=O)(=O)N4CCCCC4C)cc3)cc(=O)c2c1 (stereo unspecified)	0%
CCOC(=O)[C@]12CCCC=C1N(Cc1cccc3ccccc13)C(=O)[C@H](CC(=O)NCc1cccs1)C2	-2%
CC(C)Oc1ccc(CN2CCC2(C)C(=O)Nc2ccc(Cl)c(Cl)c2)cc1 (stereo unspecified)	1%
Cc1cccc(C)c1OCc1cc(=O)n2c3c(sc2n1)CCCC3	-3%
COc1cccc(Nc2ncc3nc(-c4cc(F)cc(F)c4)c(=O)n(C4CC4)c3n2)c1	6%
O=[N+]([O-])c1cccnc1C1OCCO1	-15%
CSc1nc(-c2ccccc2Cl)nc2c1Cc1c(CO)cnc(C)c1O2	-1%
Cc1ccc(S(=O)(=O)N2C[C@H]3N(C(=O)OC(C)C)N(C(=O)OC(C)C)C[C@H](OC(=O)NCc4ccco4)[C@@]3(O)C2)cc1	-10%
CC1CCCCN1Cc1c(O)ccc2c(=O)c(-c3cccc(Cl)c3)c(C(F)(F)F)oc12 (stereo unspecified)	-4%
O=c1c2oc3ccccc3c2n(Cc2ccccc2F)c(=O)n1Cc1ccc2c(c1)OCO2	3%
CCCCCC(=O)N1C[C@H](n2cc(-c3ccc(F)cc3)nn2)[C@@H](O)C[C@@H]1c1ccc(OC)cc1	2%
COc1ccc(CNC(=O)Nc2nnc([C@@H]3C[C@H](O)[C@@H](CO)O3)s2)cc1	-2%
O=C(c1cc(-c2ccncc2)nc2ccccc12)N1CCCC(C(F)(F)F)C1 (stereo unspecified)	0%
COc1ccc(S(=O)(=O)N2CCC(Oc3cccc(C(F)(F)F)c3)CC2)cc1OC	-3%
CCOc1ccccc1N(CC(=O)N1CCc2ccccc2C1)S(=O)(=O)c1ccccc1	-16%
O=C1SC(Nc2ccc(Cl)cc2)C(=O)N1Cc1ccccc1 (stereo unspecified)	6%
O=C(Nc1c(-c2ccc(Cl)cc2)[nH][nH]c1=O)c1ccc(Br)cc1	-2%
CCOc1ccc2c(c1)c(=O)c(C(=O)c1ccccc1)cn2Cc1ccccc1F	2%
CCOC(=O)[C@]12CCCC=C1N(Cc1ccco1)C(=O)[C@H](CC(=O)NCc1ccc(OC)c(OC)c1)C2	-4%
O=C1NC[C@H](CCCCN2CCN(CCc3ccccc3)C(=O)C2=O)N(CCc2ccc(O)cc2)C1=O	1%
COc1ccccc1NC(=O)CN1C(=O)C(C)(C)c2ccccc21	13%
Cc1cc(C(=O)NCCc2ccc(Cl)cc2)c2c(C)nn(-c3cccc(F)c3)c2n1	-11%
CCc1ccc(C(=O)c2cn(CC(=O)NCc3ccc(C)cc3)c3nc(C)ccc3c2=O)cc1	0%
COc1ccc(C2NC(=O)N(C)C3=C2C(=O)N(c2ccc(C(=O)O)cc2)C3)cc1 (stereo unspecified)	3%
N#Cc1ccc2[nH]cc(C3c4cc(F)ccc4C=C(c4ccsc4)N3c3ccc(C#CCCO)cc3)c2c1 (stereo unspecified)	-3%
CC(=O)c1ccc(S(=O)(=O)Nc2cccc(-c3ccc(N4CCCC4)nn3)c2)cc1	3%
Cc1cccc(-n2c3c(cc(-c4nc(-c5ccc(Cl)cc5)cs4)c2=O)C(=O)CC(C)(C)C3)c1	-7%
O=C(Nc1cc(Cl)ccc1Cl)c1cc2nc(-c3ccc4c(c3)OCO4)cc(C(F)(F)F)n2n1	13%
Cc1ccc(NC(=O)Cn2c(=O)n(Cc3ccccc3)c(=O)c3c2c2cc(C)ccc2n3C)cc1	-9%
O=C(Nc1nnc2n1CCS2)c1ccccc1	1%
Cc1ccccc1OCCC(=O)OCC(=O)Nc1ccc(C)c(S(=O)(=O)N2CCCCC2)c1	1%
CCOC(=O)c1cc2c(=O)n3ccccc3nc2n(CC2CCCO2)c1=NC(=O)c1cc(C)cc(C)c1 (stereo unspecified)	-6%
CCOc1ccc(NC(=O)CSc2nc3ccsc3c(=O)n2CCCCCC(=O)O)cc1	-3%[15.4 µM]
COC(=O)c1ccc(-c2nc(-c3ccc(OC)c(OC)c3)no2)cc1	4%
CCOc1cc2[nH]c(=O)n(Cc3ccc(C(=O)N4CCN(c5cccc(Cl)c5)CC4)cc3)c(=O)c2cc1OCC	3%

(next part)
SMILES	TbPYK inhibitor
CCC(=O)Nc1ccc(C)cc1-c1nc2ccccc2n(Cc2ccccc2)c1=O	2%
COc1ccccc1Cc1c(-c2ccc(Cl)cc2)nc2ccc(Cl)cn12	-8%
O=C(NCCc1ccccc1Cl)c1sc2ncccc2c1-n1cccc1	4%
O=C(Nc1ccc2nc(C(F)(F)F)[nH]c2c1)[C@@H]1O[C@H](CO)[C@@H](O)[C@H]1O	-3%
COc1ccc(C(N)c2csc(Nc3ccc(C(F)(F)F)cn3)n2)cc1 (stereo unspecified)	7%
CCCCc1c(-c2ccccc2OC)ncn1CCc1cccc(Cl)c1	-4%
CC1CCN(c2nc3c(S(=O)(=O)c4ccccc4)nnn3c3ccc(Cl)cc23)CC1	15%
CC(=O)c1ccc(Nc2nc(CN)cs2)cc1	-13%
O=C(NCc1ccccn1)[C@@H]1CCCN1C(=O)[C@@H]1CCCN1C(=O)c1ccc(Cl)cc1	1%
O=C1[C@H]2[C@@H](c3ccccc3)N[C@]3(CCCN(Cc4ccc(F)cc4)C3=O)[C@H]2C(=O)N1Cc1ccccc1	1%

The list is partial (hit frequency here may not be typical).
